OPRM1-OPRD1 inv – inverse agonists of MOR-DOR heterodimerization, primary screen, cell-based, luminescence | Mu-type opioid receptor (Homo sapiens) + Delta-type opioid receptor (Homo sapiens), … | cell-based MOR-DOR heterodimer luminescence, inverse agonism | inhibition, % at 9.3 µM | hit rate 0.21% among 340,000 | AID 504357, 2011; in the data active = inhibition above about 22%, passing the limit was not always enough;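 note: 0% = cells with DMSO and 100% = wells without cells with DMSO; values of inactives mirror those of a sister screen read the other way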
Target sequence (P35372 whole entry, looked up): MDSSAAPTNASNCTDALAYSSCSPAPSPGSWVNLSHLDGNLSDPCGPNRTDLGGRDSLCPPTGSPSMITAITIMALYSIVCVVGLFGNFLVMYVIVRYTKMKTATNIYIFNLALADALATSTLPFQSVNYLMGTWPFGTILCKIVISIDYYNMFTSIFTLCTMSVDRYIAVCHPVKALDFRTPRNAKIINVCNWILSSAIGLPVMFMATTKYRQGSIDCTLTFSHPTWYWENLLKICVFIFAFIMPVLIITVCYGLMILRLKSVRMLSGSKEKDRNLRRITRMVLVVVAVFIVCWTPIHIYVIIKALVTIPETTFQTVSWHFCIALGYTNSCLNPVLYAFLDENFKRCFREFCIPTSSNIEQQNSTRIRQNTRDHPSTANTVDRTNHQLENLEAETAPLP
Target sequence (P41143 whole entry, looked up): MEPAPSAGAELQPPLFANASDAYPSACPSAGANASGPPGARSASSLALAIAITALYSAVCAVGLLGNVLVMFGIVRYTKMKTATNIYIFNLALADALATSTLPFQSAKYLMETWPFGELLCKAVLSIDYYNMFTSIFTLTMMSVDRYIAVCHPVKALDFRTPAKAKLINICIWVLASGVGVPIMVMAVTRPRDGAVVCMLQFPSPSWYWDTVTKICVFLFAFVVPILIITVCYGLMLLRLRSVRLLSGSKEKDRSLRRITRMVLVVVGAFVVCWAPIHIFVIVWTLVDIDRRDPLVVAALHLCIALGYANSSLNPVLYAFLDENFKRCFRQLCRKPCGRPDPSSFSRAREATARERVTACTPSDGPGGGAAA
V-ATPase pHluor – regulators of yeast V-ATPase proton pumping, primary screen, pHLuorin cytosolic pH fluorescence; hit rate 0.37% among 350,000; response, % at 10 µM; S. cerevisiae; in the data active = response mostly above about 7.3%, no sharp cut-off; inactive = mostly below about 5.4%; note: actives read high; inactives centre near 0; some compounds called inactive have numbers as strong as hits; reference of the scale not given here
CAL PDZ FP – untagged CAL PDZ binding inhibitors, primary screen, biochemical, fluorescence polarization, HTS | Golgi-associated PDZ and coiled-coil motif-containing protein (Homo sapiens), Q9HD26 | purified CAL PDZ, TMR-peptide fluorescence polarization, 1 h | inhibition, % at 24.9 µM | hit rate 0.92% among 300,000 | AID 602252, 2012;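 active = mean inhibition of at least 30% with at least half of replicates also reaching 30%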;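 note: 0% = DMSO neutral control and 100% = excess unlabeled competitor peptide PRC23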
Cardiac RTF inh – cardiac RTF calcium sensitivity inhibitors, primary screen, biochemical, IANBD-TnC fluorescence, EC70 calcium; Troponin I, cardiac muscle (Homo sapiens) + Troponin T, cardiac muscle (Homo sapiens) + …; IANBD-labeled cardiac RTF, Ca2+ fluorescence; inhibition, % at 7.15 µM; hit rate 0.12% among 340,000; AID 493244, 2011;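 active = inhibition above the mean inhibition of all tested compounds plus 3 SD, cut at about 17% in these data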;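 note: assay run at fixed EC70 calcium of 1.6 mM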
HTR5A inv ag – HTR5A inverse agonists in luminescence cell assay, primary screen, counter-screen for OPRM1-OPRD1 heterodimer inverse agonist project, full-deck HTS | 5-hydroxytryptamine receptor 5A (Homo sapiens), P47898 | HTR5A cell line, inverse agonism | inhibition, % at 9.3 µM | hit rate 0.083% among 340,000 | AID 504634, 2011; in the data active = inhibition mostly above about 23%, no sharp cut-off; inactive = mostly below about 18%;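 note: 0% = cells with DMSO and 100% = no-cell wells with DMSO; some compounds called inactive have numbers as strong as hits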
LANA DNA inh – inhibitors of KSHV C-LANA binding to DNA, primary screen, biochemical, fluorescence polarization, FAM-LBS DNA, MBP-C-LANA, single point; inhibition, % at 9 µM; hit rate 0.078% among 340,000;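 active = highest replicate inhibition at or above 60% at 9 µM, even if other replicates fall short; inactive = all replicates below 60% inhibition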;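 note: 0% = neutral control wells and 100% = 4 µM acridine orange control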
HTR5A ag ctr – HTR5A agonists in luminescence cell assay, primary screen, counter-screen for OPRM1-OPRD1 heterodimer agonist project, full-deck HTS. cell-based. activation, % at 9.3 µM. hit rate 0.61% among 340,000. AID 504692, 2011; in the data active = activation mostly above about 9.5%, no sharp cut-off; inactive = mostly below about 7.6%;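 note: 0% = cells with vehicle only and 100% = reference agonist; strong numbers were not always called active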
cardiac RTF act – cardiac RTF calcium sensitivity activators, primary screen, biochemical, IANBD-TnC fluorescence, EC20 calcium; Troponin I, cardiac muscle (Homo sapiens) + Troponin T, cardiac muscle (Homo sapiens) + …; IANBD-labeled TnC RTF fluorescence at EC20 calcium; 0% EC20 calcium, 100% full calcium; activation, % at 7.2 µM; hit rate 0.24% among 340,000;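 active = activation above the mean over all tested compounds plus 3 SD, cut at about 30% in these data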;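 note: rise in fluorescence read as greater calcium sensitivity of cardiac thin filaments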
Keap1 Nrf2 FP – Keap1-Nrf2 protein-protein interaction inhibitors, primary screen, biochemical, fluorescence polarization, single point. Kelch-like ECH-associated protein 1 (Homo sapiens), Q14145. Keap1 Kelch-Nrf2 peptide fluorescence polarization, 1536-well. inhibition, % at 9.4 µM. hit rate 0.15% among 340,000; in the data active = inhibition above about 12%;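 note: human Keap1 Kelch domain with fluorescein labeled Nrf2 9mer peptide probe; 0% = neutral control wells and 100% = peptide positive control; higher means more block of Keap1 binding to Nrf2 peptide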
OPRM1-OPRD1 ag – agonists of OPRM1-OPRD1 heterodimerization, primary screen, cell-based, luminescence. Mu-type opioid receptor (Homo sapiens) + Delta-type opioid receptor (Homo sapiens), …. cells. activation, % at 9.3 µM. hit rate 0.3% among 340,000; in the data active = activation above about 18%;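 note: 0% = vehicle-treated cells and 100% = reference agonist; values of inactives mirror those of a sister screen read the other way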
Active calls of the source: *; x = not tested or not shown.

Every second line gives: Keap1 Nrf2 FP, OPRM1-OPRD1 inv, LANA DNA inh, CAL PDZ FP, OPRM1-OPRD1 ag, cardiac RTF act, Cardiac RTF inh, HTR5A inv ag, V-ATPase pHluor, HTR5A ag ctr
CCCN(C(=O)C(=O)Nc1ccc2nc3n(c(=O)c2c1)CCCCC3)c1ccc(OCC)cc1
→ -2, 14, -1.7, 7, -2.7, 0, -1, -12, 0, 6
COC(=O)c1sc(C(C)(C)C)cc1CS(=O)(=O)c1ccc(Cl)cc1
→ -4, -23, 0.5, 1, 4.6, 13, -13, -1, -1, 0
Cc1cccc(Sc2c(C=O)c3ccccc3n2C)c1
→ 6, -16, -0.7, 0, 2.8, -3, -12, 4, 4, -1
COc1ccc(C(=O)NCc2ccc3c(c2)cc(C)n3C)cc1OC
→ -2, 12, 0.7, x, -2.4, 1, -4, -37, -4, 0
COC(C[C@H]1O[C@@H]1[C@@H](O)[C@H](C)OCc1ccccc1)OC
→ -2, 10, 2.9, -2, -1.8, 0, -1, -8, 0, 3
O=C1CCCCCN1Sc1ccccc1
→ -4, 5, 3.3, -2, -1.1, -2, 4, 4, -1, 7
Cc1ccc(C)c(OCCCCN2CCNCC2)c1C
→ 3, 11, -1.7, -3, -2.2, -2, 1, -2, 6, 1
CCCCCCc1cc2cc(C(=O)NCc3ccccc3)c(=N)oc2cc1O
→ -9, 2, -0.8, -2, -0.5, 12, -6, 11, -2, -4
Oc1ccccc1C=NNc1nc2ccccc2s1
→ -5, -15, -0.9, x, 2.9, 0, -1, 1, -1, 0
CS(=O)(=O)NCCCNc1ccc(Cl)cc1[N+](=O)[O-]
→ 0, 12, 0.2, -49, -2.5, -4, -3, 9, -2, -4
CCN1CCCC1Cn1cnc2c([nH]c3cc(OC)ccc32)c1=O (configuration not stated)
→ -1, 9, 0.5, -4, -1.6, -2, -3, -34, -1, -1
O=C1Nc2ccccc2C12OC1CCCCC1O2 (configuration not stated)
→ -3, 15, -1.8, -1, -2.5, -12, -1, 3, 3, -2
CCOC(=O)COc1ccc2c(C#N)c3ccccn3c2c1
→ 8, -4, 1.0, 4, 0.8, -1, -9, -9, 9.6*, 4
O=C(c1cc(COc2ccc(F)cc2Cl)on1)N1CCN(c2cnccn2)CC1
→ -2, 8, 0.0, 0, -1.5, -3, 1, 6, -2, -1
Cc1ccc(/C=C/C(=O)Nc2cc(C)on2)cc1
→ -4, -14, 0.0, -7, 2.5, 3, -4, 3, 5, 2
Cc1cc(C)c(C)c(OCCOCCNCc2ccccc2)c1
→ -1, -13, -2.0, -1, 2.5, -2, 5, -10, 1, 5
COc1cccc(OC)c1CN1CCCC(C(=O)c2ccccc2SC)C1 (configuration not stated)
→ -2, 2, -0.2, x, -0.3, 3, 6, 6, -2, 6
CCCC(Oc1ccc(Br)cc1)c1nc2c3cc(OC)c(OC)cc3nc(=S)n2[nH]1 (configuration not stated)
→ 1, 17, -1.3, -1, -3.3, -4, -5, 13, 0, 2
CN(C)CCNC(=S)Nc1ccc(F)c(F)c1F
→ 3, 16, -1.7, x, -3.1, -7, 4, 16, 0, -2
CC(=O)c1ccc(Nc2cc(C)nc3ncnn23)cc1
→ 2, 4, 3.9, 4, -0.9, -3, -1, 3, -2, -1
O=C(O)/C=C/C(=O)NCc1cn(-c2ccccc2)nc1-c1cccc(Br)c1
→ -2, -33, -0.4, -3, 5.8, 3, 1, -15, -1, 6
CCC(C)(C)C(=O)O
→ 1, 14, -2.4, 0, -2.6, -2, 6, -3, -2, 1
CCOC(=O)c1ccc(NC(=S)N2CCN(CCNC3=CC(=O)CC(C)(C)C3)CC2)cc1
→ 0, 6, -1.1, -2, -1.3, 0, -9, -3, -2, 1
CCOc1ccc(NC(=O)CN(C)CC(=O)Nc2ccccc2C#N)cc1OCC
→ -5, -5, -0.3, 0, 1.1, 1, -5, 18, -1, 1
CCCCC(=O)OCC(=O)N1N=C(c2c[nH]c3ccccc23)C(O)C1c1ccc(OC)cc1 (configuration not stated)
→ -1, -32, 0.5, -1, 6.3, 2, -5, -24, -2, 7
CC(C)Oc1ccc(C(=O)NC2(C(F)(F)F)NC(=O)N(CCCc3ccccc3)C2=O)cc1 (configuration not stated)
→ 4, -67, 0.4, -3, 13, -3, -2, -18, 2, 8
COc1ccc(N/C=C/C(=O)c2ccc3c(c2)OCO3)cc1OC
→ 4, -6, -0.7, -2, 1.0, -2, -8, 3, 0, -1
CCN(CC)CCNCc1ccc(OCc2ccc(Cl)nc2)c(OC)c1
→ -2, 14, 1.6, -1, -2.8, -6, 0, -36, 1, -3
Cc1ccc(S(=O)(=O)Nc2nc3ccccc3nc2N2CCOCC2)cc1
→ -4, 22, -1.8, 1, -4.4, 7, 0, 6, -1, -2
Oc1ccc(C[C@H]2CNCCN2CCc2cccc3ccccc23)cc1
→ -1, 13, -1.0, -3, -2.2, -3, -4, -10, 0, 12

Some of the entries so far, as tab-separated lines:
Molecule	Keap1 Nrf2 FP	OPRM1-OPRD1 inv	LANA DNA inh	CAL PDZ FP	OPRM1-OPRD1 ag	cardiac RTF act	Cardiac RTF inh	HTR5A inv ag	V-ATPase pHluor	HTR5A ag ctr
CCOc1ccc(NC(=O)CN(C)CC(=O)Nc2ccccc2C#N)cc1OCC	-5	-5	-0.3	0	1.1	1	-5	18	-1	1
CCCCC(=O)OCC(=O)N1N=C(c2c[nH]c3ccccc23)C(O)C1c1ccc(OC)cc1 (configuration not stated)	-1	-32	0.5	-1	6.3	2	-5	-24	-2	7
CC(C)Oc1ccc(C(=O)NC2(C(F)(F)F)NC(=O)N(CCCc3ccccc3)C2=O)cc1 (configuration not stated)	4	-67	0.4	-3	13	-3	-2	-18	2	8

Two records picked at random from the list so far:
Every second line gives: Keap1 Nrf2 FP, OPRM1-OPRD1 inv, LANA DNA inh, CAL PDZ FP, OPRM1-OPRD1 ag, cardiac RTF act, Cardiac RTF inh, HTR5A inv ag, V-ATPase pHluor, HTR5A ag ctr
Cc1cccc(Sc2c(C=O)c3ccccc3n2C)c1
→ 6, -16, -0.7, 0, 2.8, -3, -12, 4, 4, -1
COC(C[C@H]1O[C@@H]1[C@@H](O)[C@H](C)OCc1ccccc1)OC
→ -2, 10, 2.9, -2, -1.8, 0, -1, -8, 0, 3

The results go on.
Every second line gives: Keap1 Nrf2 FP, OPRM1-OPRD1 inv, LANA DNA inh, CAL PDZ FP, OPRM1-OPRD1 ag, cardiac RTF act, Cardiac RTF inh, HTR5A inv ag, V-ATPase pHluor, HTR5A ag ctr
C=CCn1c(COc2cccc(C)c2)nnc1SCC(=O)c1c[nH]c2c(CC)cccc12
→ -2, -11, 1.0, -4, 2.0, 0, 0, 16, 2, 4
Cc1nc(Nc2nc(CSc3nc4ccccc4[nH]3)cc(=O)[nH]2)nc2ccccc12
→ 0, -4, -0.6, x, 0.8, 7, -5, -30, -11, 3
COc1ccccc1N1CCN(C(=O)C(C)N(c2ccc(C)cc2)S(C)(=O)=O)CC1 (configuration not stated)
→ -3, 5, -0.2, -3, -0.8, 2, -1, -7, -1, 2
NS(=O)(=O)c1ccc(CCNC(=O)c2ccccc2[N+](=O)[O-])cc1
→ 0, 11, 0.5, -3, -2.2, -4, -24, 9, 6, -2
Cn1c(=O)cc(OCC(=O)NCc2cccnc2)c2ccccc21
→ -1, 13, 0.3, -3, -2.6, -1, -9, -8, 6, 3
COc1ccc(N2CC(C(=O)Nc3ccc(S(=O)(=O)Nc4nccs4)cc3)CC2=O)c(OC)c1 (configuration not stated)
→ -1, 7, 2.9, -6, -1.8, 0, -5, -16, 3, 6
Cc1ccc(-c2csc(N)n2)cc1
→ 3, 10, -0.8, -2, -2.1, -1, -7, -3, -4, 1
O=C1NC2(CCN(Cc3ccccc3)CC2)Oc2ccccc21
→ -5, -7, -1.0, 4, 1.0, -6, 2, 9, 2, -3
CCOC(=O)c1c(C)[nH]c(C(=O)N/N=C/c2cc([N+](=O)[O-])ccc2O)c1C
→ 2, 16, 0.5, -4, -2.8, -3, 6, -19, 2, 8
CCOc1cc(NC(=S)NCc2ccco2)c(OCC)cc1NC(C)=O
→ 3, 9, 1.7, -3, -1.5, 2, -5, -14, 0, -1
Cc1ccc(OCC(=O)N2CCCC(CCC(=O)N(C)CCc3ccccn3)C2)cc1 (configuration not stated)
→ -1, 2, 0.9, -3, -0.3, -2, 2, 15, 1, 4
O=C(CSc1nc2ccccc2c(=O)n1Cc1ccco1)N1CCCC1
→ 4, 0, 1.6, 3, 0.0, -9, 1, -11, 5, 2
c1ccc(-c2nnnn2-c2ccccc2)cc1
→ -5, 3, 7.5, -3, -0.6, 0, -9, 9, 4, -2
Cc1cnc(NC(=O)c2sc3ccccc3c2Cl)s1
→ -2, 18, 0.3, -7, -3.6, -3, 5, 19, -1, -3
COc1ccccc1N1CCN(C(=O)c2cc3ccccc3[nH]2)CC1
→ 0, 7, 1.2, -2, -1.4, -4, 3, 15, 3, -4
CC(=O)Nc1ccc(S(=O)(=O)N(Cc2ccco2)Cc2cc3ccccc3[nH]c2=O)cc1
→ -3, 1, -0.6, 2, -0.1, -5, -12, 22, 0, -1
CCCCN(CC)CCNC(=O)Cn1cc2c(n1)-c1c(oc(C(=O)N3CCCC3)c1C)CC2
→ 1, 5, -0.2, -4, -1.0, -2, -6, 11, 0, -1
CCOC(=O)c1ccc(NC(=S)NCc2ccco2)cc1
→ 0, 7, -2.0, -6, -1.2, -1, 3, -12, -1, 4
CC1(C)N=C(SCC(=O)Nc2ccccc2)C(c2ccc(Cl)cc2)=N1
→ -8, -17, 0.6, -4, 2.7, -7, 8, -24, -4, 3
CCOc1ccc(-c2cccc(NC(=O)COc3ccc(Cl)cc3)c2)nn1
→ 2, 5, -0.3, -1, -1.0, -3, 1, -7, 7, 2
CCNc1nc(NCC)nc(N/N=C/c2cc(OC)c(OC)c(OC)c2)n1
→ 0, 12, -0.2, -9, -2.3, 1, -2, -24, 0, -1
Cc1ccc(CC2CC(=O)N(c3nc4ccccc4n3C)C2=O)cc1 (configuration not stated)
→ 0, 4, -1.4, -2, -0.8, -1, -9, 9, -3, -4
CC(C)c1onc(C(=O)NCc2ccccc2)c1[N+](=O)[O-]
→ -4, 8, -0.7, -2, -1.3, 2, -15, 5, 0, -2
CSc1ccc(CN2CCc3c([nH]c4ccccc34)C2)cc1
→ -3, -21, 1.7, x, 4.2, 9, -8, -12, -1, 6

Printed as active in V-ATPase pHluor (from the list above):
molecule	Keap1 Nrf2 FP	OPRM1-OPRD1 inv	LANA DNA inh	CAL PDZ FP	OPRM1-OPRD1 ag	cardiac RTF act	Cardiac RTF inh	V-ATPase pHluor
CCOC(=O)COc1ccc2c(C#N)c3ccccn3c2c1	8	-4	1.0	4	0.8	-1	-9	9.6*
